# Sm TGR block: qHTS Assay for the Inhibitors of Schistosoma Mansoni Peroxiredoxins; Potency, µM (series often up to 114 µM), inactives show top-dose activity change, negative = inhibition, actives largely listed as inhibitors; 360,000 tested, 3% active; purified TGR, DTNB reduction, TNB absorbance 405 nm; active = well fitted inhibition curve with a large enough effect; inconclusive = small, poorly fitted or top-dose-only effect; inactive = no such curve, though single readings can be large or run the other way; note: nearly all actives have a fitted effect of over 60% in size
#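 TGR 20 nM + NADPH 100 uM (dispensed conc.), cpd preinc 15 min RT; start with NADPH (500 uM addition) then DTNB (15 mM addition). Kinetic TNB absorbance, 405 nm filter. Four-parameter Hill fit across titration.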
# Starred values were filed as active, the others as inactive; ? = inconclusive. % is set by controls: 0 for no effect and ±100 for the full control effect; potency is the fitted concentration of half-maximal effect.
SMILES,Sm TGR block
CC1CN(c2ccc(Cl)cc2)c2nc3c(c(=O)n(CC(=O)O)c(=O)n3C)n2C1 (stereo unspecified),3.6%
Cc1ccc(-c2nc(CS(=O)CC(=O)NCc3ccccc3Cl)c(C)o2)cc1 (stereo unspecified),-29.4%
CCCNC(=O)c1c(C)nn(-c2cccc(C)c2)c1-n1cccc1,2.1%
CCc1ccccc1N(C)C(=O)C1CCCN(c2ncnc3onc(-c4ccc(F)cc4)c23)C1 (stereo unspecified),3.3%
CCc1ccc(NC(=O)CCc2c(C)nn(-c3ccc(N4CCCC4)nn3)c2C)cc1,-3.3%
Cc1ccc(-n2nc(CO)c(C(=O)NCCC(C)C)n2)cc1C,-9.1%
CCc1ccc(NS(=O)(=O)c2ccc(-c3cc(C)no3)cc2)cc1,-0.9%
CCC(C(=O)Nc1ccc(C(C)=O)cc1)n1c(C)c2cnn(-c3ccccc3)c(=O)c2c1C (stereo unspecified),5.1%
COc1ccccc1N1CCN(Cc2cc(COC(C)C)c3cccnc3c2O)CC1,?
COc1cccc(NC(=O)Cn2cnc3c(nc4n3CCCCC4)c2=O)c1,5.5%
CCc1ccc(NC(=O)CC2C(=O)N(c3ccccc3)C(=O)N2C(C)C)cc1 (stereo unspecified),0.5%
Cc1nc2c(c(C)nn2-c2ccccc2)c(C)c1CCC(=O)NCCc1ccc(Cl)cc1,2.6%
Cc1oc2c(c(C)cc3oc(=O)c(CC(=O)NCCc4ccccc4)c(C)c32)c1C,-4.1%
Cc1[nH]c2ccccc2c1C(c1ccccc1)c1ccc(Cl)s1 (stereo unspecified),-0.4%
COc1ccc(N2CCN(S(=O)(=O)c3csc(C(N)=O)c3)CC2)cc1,7.3%
CCCn1c(=N)c(C(=O)NCc2cccnc2)cc2c(=O)n3cc(C)ccc3nc21,17.4%
CCOC(=O)Cn1c(=O)c2c(nc3n2CCN3c2ccc(CC)cc2)n(C)c1=O,10.6%
CCCSc1nc2c(c(=O)[nH]1)C(c1ccc(F)cc1F)CC(=O)N2 (stereo unspecified),-3.4%
O=C(Nc1ccccc1F)c1nc(SCc2ccc(F)cc2)ncc1Cl,2.9%
CC(=O)Nc1ccc(NC(=O)CSc2nc3ccccc3nc2N2CCOCC2)cc1,6.7%
CCOC(=O)Cn1c(-c2cccs2)cc2cc(Cl)ccc21,-0.8%
Cc1ccc2c(c1Br)C(O)(CC(=O)c1ccc(F)cc1)C(=O)N2 (stereo unspecified),-2.6%
CCOc1ccc(-n2c(=O)c3c(C)c(C)sc3n(Cc3c(F)cccc3Cl)c2=O)cc1,9.5%
O=C(CSc1nc2ccccc2n1Cc1cccc(F)c1)NCc1ccccc1,3.7%
Cc1c2cnn(CC(=O)N3CCCCC3)c(=O)c2c(C)n1Cc1ccc(Cl)cc1,-9.7%
COc1ccc(NC(=O)c2cc(=O)c3cc(C)cc(C)c3o2)cc1,0.2%
CC1CCc2nc3ncn(Cc4ccc(Cl)cc4)c(=O)c3cc2C1 (stereo unspecified),1.6%
COc1ccc(-n2c(/C=C/c3cccc(C(F)(F)F)c3)nc3ccccc3c2=O)cc1Cl,3.8%
COc1ccc(-c2nc(C)c(CCNC(=O)C(=O)Nc3ccccc3F)s2)cc1,1.0%
COc1ccc(NCc2cc3cc4c(cc3n(CC(=O)Nc3cccc(F)c3)c2=O)OCO4)cc1,4.9%
CCc1ccc(CNC(=O)C2CCCN(c3nnc(C)c4c(C)n(-c5ccc(OC)cc5)nc34)C2)cc1 (stereo unspecified),-3.3%
O=C(NCCc1ccc(Cl)cc1)c1cnc2sc(N3CCCC3)nn2c1=O,-2.9%
CC(=O)N1CCc2c(sc3c2c(=O)n(-c2cccc(Cl)c2)c(=O)n3Cc2ccc(F)cc2Cl)C1,10.2%
CSc1ccc(CNC(=O)C2CCN(c3nc4ccccc4nc3C(F)(F)F)CC2)cc1,7.0%
CC(C)NC(=O)Cn1ccc2cc(S(=O)(=O)N3CCCCCC3)ccc21,4.0%
CCOc1cc(C(=O)Nc2cccc(-c3nc4ccccc4o3)c2)cc(OCC)c1OCC,8.4%
COc1ccc(CNC(=O)Cn2nnc(-c3ccccc3F)n2)cc1,2.2%
COc1ccc(CNC(=O)c2cnc(N3CCCC3)nc2C)cc1,-1.5%
CCOC(=O)c1[nH]c(C)c(C(=O)NCc2cccc(OC)c2)c1C,-10.6%
CCOc1ccc(NC(=O)CSc2nnc(CNC(=O)C34CC5CC(CC(C5)C3)C4)n2CC)cc1,-12.7%
COc1cccc(N2CCN(C(=O)c3cnn(C(C)(C)C)c3C3CCN(C(=O)OC(C)(C)C)CC3)CC2)c1,-6.7%
CCN1c2ccccc2-c2nc(SCC(=O)Nc3cc(C)c(Cl)cc3OC)ncc2S1(=O)=O,6.4%
COc1ccccc1-c1cc(C(=O)Nc2sc3c(c2C#N)CCCC3)no1,0.5%
O=C(c1cc(-c2ccc(Cl)cc2)on1)N(Cc1ccc(F)cc1)Cc1ccco1,8.2%
CCOc1ccc(C2C(C(=O)Nc3ccc(OC)cc3)=C(C)Nc3nc(CCCO)nn32)cc1 (stereo unspecified),25.6%
COc1ccc(N2CCN(C(=O)c3oc4ccccc4c3NC(=O)c3ccccc3OC)CC2)cc1,9.7%
CCOc1ccc(S(=O)(=O)N(CC(=O)NCCSCc2ccccc2)c2ccccc2)cc1,1.1%
CCc1cccc(NC(=O)c2cc3c(=O)[nH]c4ccccc4c3n2C)c1,-6.7%
COc1cc(NC(=O)CCc2c(C)nn(-c3ccc4nncn4n3)c2C)cc(OC)c1OC,6.5%
CCOc1ccc(CCNC(=O)CCc2c(C)nc3c(-c4ccccc4)c(C)nn3c2C)cc1OCC,-9.2%
CCCOc1ccc(-c2nn(-c3ccccc3)cc2C2NC(=O)NC(C)=C2C(=O)OC)cc1 (stereo unspecified),1.6%
CC(=O)c1ccc(NC(=O)CN(C)S(=O)(=O)c2cnc[nH]2)cc1,-2.7%
O=C(CN1C(=O)C2CCCCN2c2ccc(C(=O)N3CCCC3)cc21)NCc1cccc(Cl)c1 (stereo unspecified),-6.5%
Cc1ccc(CNC(=O)CCCn2c(=O)c3ccccc3n(Cc3ccccc3C)c2=O)cc1,2.7%
Cc1ccc(Cn2c(C)c3cnn(CC(=O)NCCc4ccc(Cl)cc4)c(=O)c3c2C)cc1,-3.5%
CCC(C)NC(=O)c1ccccc1NC(=O)C1CCN(S(=O)(=O)Cc2ccccc2)CC1 (stereo unspecified),-2.0%
COc1cc2c(cc1OC)C(COc1ccc(F)cc1)N(C(=O)c1cccc(F)c1)CC2 (stereo unspecified),11.2%
CCOc1ccc(NC(=O)CN2C(=O)C(c3ccc(Cl)cc3)=NC2(C)C)cc1,0.5%
CCN1CCC(N(Cc2ccc(F)cc2)C(=O)Nc2cc(C)ccc2C)CC1,5.4%
Cc1nc2ccccc2n1CCc1nc2c3ccccc3nc(SCC(=O)Nc3ccc(Br)cc3F)n2n1,0.2%
# Further entries follow.
SMILES,Sm TGR block
COc1cc2cc(CNc3ccc(C)cc3)c(=O)n(CC(=O)Nc3ccc(C(C)C)cc3)c2cc1OC,-29.0%
Cc1ccc(Cn2cccc(C(=O)Nc3nnc(C)s3)c2=O)cc1,1.7%
COc1cc2c(cc1OC)n(Cc1cccc(C(F)(F)F)c1)c(=O)n1nc(-c3ccccc3)nc21,-0.4%
COc1ccc(OC)c(NC(=O)c2nc(SCc3ccc(F)cc3)ncc2Cl)c1,3.0%
COc1ccc(CC(=O)NCCc2csc(-c3ccc(C(F)(F)F)cc3)n2)cc1,-1.3%
Cc1ccc(/C=C/c2onc(C)c2S(=O)(=O)N2CCC(C(=O)Nc3ccccc3C(F)(F)F)CC2)cc1,2.9%
CCCN(CCC)CCCNC(=O)c1sc2nc3n(c(=O)c2c1C)CCC3,-5.6%
COc1ccc(-n2c(SCc3ccccc3)nc3c([nH]c4ccccc43)c2=O)cc1,2.1%
COc1cc(-c2noc(-c3ccc(NCc4ccco4)c([N+](=O)[O-])c3)n2)cc(OC)c1OC,-18.0%
O=C(Cn1ncc2c3ccccc3n(Cc3ccccc3)c2c1=O)NCCc1ccc(Cl)cc1,-1.1%
Cc1ccccc1-c1nc2scc(CCNC(=O)c3ccco3)n2n1,-7.1%
COc1cc(OC)cc(-c2nc3n(n2)C(c2ccccc2F)C(C(=O)Nc2cccnc2)=C(C)N3)c1 (stereo unspecified),4.8%
Cc1ccc(O)c(NC(=O)CCSc2nc(-c3ccco3)cc(C(F)(F)F)n2)c1,0.6%
Cc1ccc(-n2nc(C)c(C(=O)NCCCN3CCN(c4ccccc4F)CC3)c2-n2cccc2)cc1,-1.1%
O=C(Cn1c(=O)n(Cc2nc(-c3ccccc3)no2)c(=O)c2ccccc21)Nc1cccc(C(F)(F)F)c1,9.3%
Cc1ccc(NC(=O)CN(C)S(=O)(=O)c2ccc3nc(C)sc3c2)c(C)c1,4.6%
Cc1ccc2cccc(NC(=O)c3cccc4c(Br)cccc34)c2n1,2.7%
Cc1ccc(S(=O)(=O)c2nnn3c2nc(N2CCN(c4ccc(F)cc4)CC2)c2cc(Cl)ccc23)cc1C,14.2%
Cc1ccc2c(c1)N(C(=O)N1CCC(C(=O)NCc3cccs3)CC1)CC(C)O2 (stereo unspecified),6.8%
COc1ccc(-n2c(/C=C\c3ccccc3F)nc3ccccc3c2=O)cc1OC,0.4%
COc1ccc2c(c1)c(=O)c(C(=O)c1ccccc1)cn2CC(=O)Nc1ccc2c(c1)OCO2,-1.1%
COc1ccccc1N1CCN(C(=O)c2cc3c(=O)oc4ccc(C)cc4c3s2)CC1,-6.5%
O=C(Nc1cc(Cl)cc(Cl)c1)c1cc(S(=O)(=O)NC2CCCC2)ccc1F,3.3%
Cc1ccc(-n2c(SCC(=O)Nc3ccc4c(c3)OCO4)nc3c([nH]c4ccccc43)c2=O)cc1,1.1%
COc1cc(Cl)c(C)cc1NC(=O)CCn1cnc2onc(-c3ccc(F)cc3)c2c1=O,-2.5%
Cc1ccc(Cn2c(C(=O)Nc3cccc(Cl)c3)cc3sccc32)cc1,7.5%
CCOC(=O)c1noc2nc(C)n(CC(=O)Nc3ccc(OC)c(Cl)c3)c(=O)c12,2.4%
Cc1cc(C)cc(Nc2cc(C(=O)NC3CCC(C)CC3)c3ccccc3n2)c1 (stereo unspecified),-1.9%
Cc1ccc(C)c(Cn2c(=O)c3c(nc4n3CCN4c3ccc(F)cc3)n(C)c2=O)c1,-12.7%
CSc1ccc(CCNC(=O)c2cnc3c(C)cccn3c2=O)cc1,20.5%
CSc1ncc(Cl)c(C(=O)Nc2c(C(=O)Nc3cccc(C)c3)oc3ccccc23)n1,1.3%
COc1ccc(NC(=O)C(NC(=O)Cc2cccs2)c2ccc(OC)cc2)cc1 (stereo unspecified),1.9%
CCS(=O)(=O)N1CC(=O)N(c2ccc(C)c(C)c2)C(C)(C(=O)NC2CCCCCC2)C1 (stereo unspecified),-0.8%
CCCn1cc(S(=O)(=O)c2cc(C)ccc2C)c(=O)c2cc(F)c(N3CCOCC3)cc21,-5.9%
Cc1cccc(C)c1NC(=O)c1nc(S(C)(=O)=O)ncc1N(Cc1ccc(C(C)(C)C)cc1)Cc1ccco1,2.2%
CCc1ccccc1N(C)C(=O)c1cc2c(=O)oc3ccccc3c2s1,9.5%

# Ordered by molecular weight (high to low): seven of the compounds above
SMILES,Sm TGR block
CCCn1cc(S(=O)(=O)c2cc(C)ccc2C)c(=O)c2cc(F)c(N3CCOCC3)cc21,-5.9%
COc1cc(Cl)c(C)cc1NC(=O)CCn1cnc2onc(-c3ccc(F)cc3)c2c1=O,-2.5%
CCS(=O)(=O)N1CC(=O)N(c2ccc(C)c(C)c2)C(C)(C(=O)NC2CCCCCC2)C1 (stereo unspecified),-0.8%
Cc1ccc(C)c(Cn2c(=O)c3c(nc4n3CCN4c3ccc(F)cc3)n(C)c2=O)c1,-12.7%
COc1ccc(NC(=O)C(NC(=O)Cc2cccs2)c2ccc(OC)cc2)cc1 (stereo unspecified),1.9%
Cc1ccc(Cn2c(C(=O)Nc3cccc(Cl)c3)cc3sccc32)cc1,7.5%
CCc1ccccc1N(C)C(=O)c1cc2c(=O)oc3ccccc3c2s1,9.5%

# (list continues)
SMILES,Sm TGR block
Cc1cc(C(=O)N2CCN(c3cccc(C)c3C)CC2)c2c(C)nn(-c3ccccc3)c2n1,13.4%
COc1cccc(CNC(=O)Cn2cc3c(n2)-c2c(oc(C(=O)N4CCOCC4)c2C)CC3)c1,4.0%
CCOC(=O)c1ccc(N2C(=O)c3[nH]nc(-c4ccc(OC)cc4)c3C2c2ccccc2Cl)cc1 (stereo unspecified),17.0%
Cc1cccc(C)c1Nc1c(-c2ccsc2)nc2ccccn12,-14.0%
CNC(=O)c1c(NC(=O)Cc2coc3ccc(OC)cc23)sc2c1CCCC2,-5.4%
Cc1cc(C)c(NC(=O)CN2C(=O)C3(SCC(=O)N3c3ccc(F)cc3)c3ccccc32)c(C)c1 (stereo unspecified),-3.3%
CCc1ccc(-n2c(=O)c3c(C)c(C(=O)N(C)C)sc3n(Cc3ccccc3C#N)c2=O)cc1,9.7%
Cc1ccc(C)c(NC(=O)CSc2nc3c([nH]c4ccccc43)c(=O)n2-c2ccc(F)cc2)c1,6.2%
CCC1CN(C(=O)Nc2ccccc2C(F)(F)F)c2ccccc2O1 (stereo unspecified),4.5%
COc1cccc(CNC(=O)C(NS(=O)(=O)c2ccc3nc(C)sc3c2)C(C)C)c1 (stereo unspecified),6.2%
COc1ccc(-n2nc(C(=O)NCc3ccc(F)cc3)c3c4ccccc4n(C)c3c2=O)cc1,-0.1%

# Compounds from the list above with a tert-butyl group, in the order listed:
SMILES,Sm TGR block
COc1cccc(N2CCN(C(=O)c3cnn(C(C)(C)C)c3C3CCN(C(=O)OC(C)(C)C)CC3)CC2)c1,-6.7%
Cc1cccc(C)c1NC(=O)c1nc(S(C)(=O)=O)ncc1N(Cc1ccc(C(C)(C)C)cc1)Cc1ccco1,2.2%

# This is a subset; the hit share may differ from the screen's.
